# Screening results as filed in PubChem BioAssay.
# Spn DPM-DC inh – S. pneumoniae DPM-DC inhibition; AID 556; purified DPM-DC, PK/LDH coupled NADH fluorescence; 65,000 tested, 0.49% active; calls only at 10 µM;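 active means the 320 compounds with the highest percent inhibition in the single-dose primary screen, excluding strongly autofluorescent ones, cut at about 32% in these data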;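 further: kinetic rate of NADH fluorescence loss reporting ADP formed by the decarboxylase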
# Alkaline phosphatase – human TNAP enzyme inhibitors, biochemical, luminescent (AID 518). purified TNAP enzyme, luminescent substrate readout; higher % means a stronger effect. one-dose inhibition, % at 20 µM; IC50 in µM for titrated hits. 64,000 tested, 0.09% active; in the data active means a potency from the dose series; inactive means the rest, 99 in 100 with inhibition below about 22%;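 further: plate controls were vehicle for no effect and reference inhibitor for full effect; many of its hits are not listed in these tables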
# HT1080 cytotoxicity – HT1080 cell viability loss – fluorescence readout (AID 620). HT1080 viability, fluorescence; higher % means a stronger effect. cytotoxicity, % at 10 µM, or EC50 in µM where a hit was titrated. 87,000 tested, 0.42% active;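 further: cells exposed to compound overnight then 4 h with Alamar Blue; 0% = vehicle DMSO and 100% = killing control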
# HPDE-C7K KRASV12 – cytotoxicity in KRAS-transformed pancreatic duct cells, primary screen, cell-based, fluorescence, HTS (AID 431); one-dose cytotoxicity, % at 10 µM; EC50 in µM for titrated hits; 63,000 tested, 1.7% active; HPDE-C7K KRASV12 cells, Alamar Blue viability, 48 h; higher % means a stronger effect;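 active means compounds whose percent cytotoxicity in the single-dose primary screen, scaled between solvent and toxic-drug controls, exceeds 50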;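 further: 0% = DMSO solvent wells and 100% = doxorubicin-treated wells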
# PMK inhibit – inhibitors of Streptococcus pneumoniae phosphomevalonate kinase | purified PMK, PK/LDH-coupled NADH absorbance 340 nm | inhibition, % at 10 µM | 65,000 tested, 0.49% active;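 active means top-ranked compounds by inhibition in the single 10 µM screen, taking a fixed number of the strongest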;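 further: 0% = full reaction with DMSO carrier and 100% = background rate without enzyme reaction; no value below 0 was filed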
# LYP inhibition – LYP phosphatase inhibitors, primary screen, biochemical, DiFMUP fluorescence, recombinant catalytic domain, 10 µM (AID 606); 52,000 tested, under 10 active; one-dose inhibition, % at 10 µM; IC50 in µM for titrated hits; recombinant LYP catalytic domain, DiFMUP fluorescence; higher % means a stronger effect;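 active means IC50 under 40 µM in the dose-response test; inactive means IC50 of 40 µM or more, or never dose-tested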
# HPDE-C7 viability – HPDE-C7 pancreatic duct cell viability loss – fluorescence, HTS (AID 430); HPDE-C7 pancreatic duct cells viability, fluorescence; higher % means a stronger effect; cytotoxicity, % at 10 µM; hits with a dose series show EC50 in µM; 63,000 tested, 1.8% active;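 further: cells exposed to compound for 48 hours before viability readout; 0% = vehicle and 100% = reference cytotoxic drug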
# Bfl-1 inhibitors – displacement of Bid BH3 peptide from Bfl-1 – biochemical, fluorescence polarization, FITC-Bid, mouse, primary screen (AID 432) | FITC-Bid BH3 peptide fluorescence polarization displacement; higher % means a stronger effect | displacement, % at 20 µM, or IC50 in µM where a hit was titrated | 64,000 tested, 0.02% active; in the data active means a potency from the dose series; inactive means the rest, 99 in 100 with displacement below about 15%; further: strong numbers were not always called active
# Spn MK inh – inhibitors of Streptococcus pneumoniae mevalonate kinase | AID 555 | inhibition, % at 10 µM | purified MK, PK/LDH-coupled NADH absorbance 340 nm | 65,000 tested, 0.48% active;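 active means ranked among the strongest by inhibition in the single 10 µM screen, a fixed top-ranked set picked for dose follow-up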; further: no value below 0 was filed
# PMK inhibit pilot replicates – also measured in PMK inhibit; calls as there; inhibition, %; measured here: pilot screen replicates
# Spn MK inh pilot replicates – also measured in Spn MK inh; calls as there; inhibition, %; measured here: pilot screen replicates
# Spn DPM-DC inh pilot screen % – second read-out of Spn DPM-DC inh, no call of its own (marks repeat the call); inhibition, %; measured here: pilot screen trials
# Numbers without * were called inactive; i = inactive; . = no result given. Unless noted, no stated cut-off is given here; in the data, active means cytotoxicity above about 50%; inactive means the rest. No enrichment for hits; about 3.6% have a hit in one of these screens.
SMILES,Spn DPM-DC inh,Alkaline phosphatase,HT1080 cytotoxicity,HPDE-C7K KRASV12,PMK inhibit,LYP inhibition,HPDE-C7 viability,Bfl-1 inhibitors,Spn MK inh,others
Cc1ccc(-c2nn(CCC(=O)NCC3CCCO3)c(=O)c3ccccc23)cc1 (stereo unspecified),i,11.9%,-1.6%,6.4%,1.0,.,8.6%,-5.1%,4.0,
CC1(C)CC(=O)C2=C(C1)NC(=O)CC2c1ccccc1F (stereo unspecified),i,4.5%,1.7%,-18.2%,9.0,.,-17.3%,8.1%,2.0,
Cc1ccc(CCN2CC(C(=O)NCCCN(C)Cc3ccccc3)CC2=O)cc1 (stereo unspecified),i,2.7%,0.2%,5.2%,10.0,.,1.4%,-2.9%,3.0,
Cn1c(SCC(=O)c2ccccc2)nnc1-c1cnccn1,i,5.6%,18.8%,0.1%,12.0,12.1%,-10.3%,-1.5%,4.0,
CCN1C(=O)/C(=c2\o/c(=C3\C=Cc4ccccc4N3CC)c(=O)n2CC)SC1=S,i,29.1%,-5.2%,.,14.0,8.3%,.,-10.0%,6.0,
COc1ccccc1C(=O)Nc1ccc2c(c1)nc(CN1CCN(C(C)=O)CC1)n2C,i,8.7%,2.6%,1.7%,6.0,-1.4%,2.5%,-1.2%,7.0,
O=C1C2C3C=CC(C3=C3CCCCC3)C2C(=O)N1Cc1ccccc1 (stereo unspecified),i,9.9%,-0.9%,-16.7%,0.0,-9.5%,-12.4%,-4.6%,7.0,
Cc1ccc(NC(=O)CS(=O)CC(=O)N(CC(=O)NC2CCCC2)c2cccc(C)c2C)cc1 (stereo unspecified),i,2.6%,-0.2%,-5.9%,13.0,9.7%,-7.8%,-9.2%,1.0,
Cc1oc(-c2ccccc2F)nc1CN1CCC(C(=O)NC2CC2)CC1,i,1.6%,0.9%,-7.0%,2.0,.,-15.2%,-4.4%,3.0,
CCOC(=O)c1ccc(NC(=O)CSc2nnnn2CCCO)cc1,i,9.4%,4.1%,-8.3%,2.0,6.8%,6.9%,2.0%,3.0,
Cc1cc(SCC(=O)N2CCC(c3noc4ccc(F)cc34)CC2)nc2ccccc12,i,13.3%,.,26.5%,3.0,14.3%,25.4%,1.9%,0.0,
Cc1cccc(-c2nc(CN3CCCC(C(=O)NC4CCCCCC4)C3)c(C)o2)c1 (stereo unspecified),i,5.6%,14.3%,9.0%,14.0,.,3.2%,3.6%,0.0,
O=C(CN1CCN(S(=O)(=O)c2ccc(Br)cc2)CC1)Nc1ccc2c(c1)OCO2,i,-1.5%,0.9%,-7.1%,2.0,14.6%,-9.7%,-6.7%,5.0,
CCC(C)Nc1nc(-c2cccc(OC)c2O)nc2ccccc12 (stereo unspecified),i,5.7%,-3.0%,114.3%*,6.0,11.6%,107.1%*,-3.3%,0.0,
O=C(COC(=O)c1ccccc1Nc1ccccc1)NCc1ccco1,i,0.2%,14.4%,-12.8%,12.0,-2.4%,2.9%,-0.9%,0.0,
CCC(Sc1nc2c(cnn2-c2ccccc2)c(=O)[nH]1)C(=O)OC (stereo unspecified),i,3.9%,-2.8%,4.0%,0.0,-3.1%,-1.6%,3.5%,5.0,
CCc1ccccc1NS(=O)(=O)c1ccc2[nH]cc(C(=O)NCc3ccco3)c(=O)c2c1,i,7.9%,6.3%,-0.1%,6.0,8.3%,-2.0%,5.9%,0.0,
COc1ccc(-c2nnc3ccc(SCC(=O)N4CCCCC4)nn23)cc1OC,i,8.0%,-7.9%,0.2%,5.0,-3.1%,-2.2%,2.1%,2.0,
CC(C)(C)SCCNC(=O)COc1ccc(Cl)cc1,i,17.5%,-6.3%,7.6%,6.0,.,-11.3%,4.0%,8.0,PMK inhibit pilot replicates=6.5;Spn MK inh pilot replicates=0.0;Spn DPM-DC inh pilot screen %=2.5
O=C(C1Cc2ccccc2CN1S(=O)(=O)c1ccc(F)cc1)N1CCCCC1 (stereo unspecified),i,8.0%,-6.2%,-3.4%,6.0,.,-19.4%,-2.9%,5.0,
CCOC(=O)c1sc(C(=O)OCC)c(OCCO)c1OCCO,i,1.0%,-6.1%,-24.5%,10.0,2.0%,-16.4%,-1.9%,8.0,
Cc1nc(SCc2nc3ccccc3[nH]2)c2oc3ccccc3c2n1,i,-0.4%,4.2%,39.2%,10.0,14.4%,39.8%,-9.6%,10.0,
O=C(COc1cccc(NC(=O)c2ccco2)c1)c1ccc(F)cc1,i,4.5%,1.4%,-12.5%,7.0,0.7%,-13.8%,-25.9%,0.0,
COCCCNc1oc(-c2ccccc2OC)nc1C#N,.,8.7%,-2.6%,9.3%,14.0,.,3.1%,2.7%,13.0,
Cc1cc(C(=O)N(C)Cc2ccc(Br)cc2)no1,i,5.6%,-3.5%,-14.0%,17.0,18.4%,1.0%,-0.5%,0.0,

# The closing 5 records of the part before open the next one.
SMILES,Spn DPM-DC inh,Alkaline phosphatase,HT1080 cytotoxicity,HPDE-C7K KRASV12,PMK inhibit,LYP inhibition,HPDE-C7 viability,Bfl-1 inhibitors,Spn MK inh,others
CCOC(=O)c1sc(C(=O)OCC)c(OCCO)c1OCCO,i,1.0%,-6.1%,-24.5%,10.0,2.0%,-16.4%,-1.9%,8.0,
Cc1nc(SCc2nc3ccccc3[nH]2)c2oc3ccccc3c2n1,i,-0.4%,4.2%,39.2%,10.0,14.4%,39.8%,-9.6%,10.0,
O=C(COc1cccc(NC(=O)c2ccco2)c1)c1ccc(F)cc1,i,4.5%,1.4%,-12.5%,7.0,0.7%,-13.8%,-25.9%,0.0,
COCCCNc1oc(-c2ccccc2OC)nc1C#N,.,8.7%,-2.6%,9.3%,14.0,.,3.1%,2.7%,13.0,
Cc1cc(C(=O)N(C)Cc2ccc(Br)cc2)no1,i,5.6%,-3.5%,-14.0%,17.0,18.4%,1.0%,-0.5%,0.0,
O=C(O)c1cccc(S(=O)(=O)N2Cc3ccccc3C2)c1,i,.,11.4%,.,7.0,9.8%,.,.,13.0,
CC1CC(C)CN(CCCNC(=O)C2CCCN(c3nnc(N4CCCC4=O)s3)C2)C1 (stereo unspecified),i,-2.1%,-0.4%,1.0%,7.0,.,-22.9%,-1.7%,6.0,
O=C(O)C1C(c2ccccc2)C(C(=O)N2CCOCC2)C1c1ccccc1 (stereo unspecified),i,11.2%,-2.7%,0.8%,9.0,1.0%,1.0%,0.1%,10.0,
Cc1noc(/C=C/N(C)C)c1S(=O)(=O)N1CCCC(C(=O)Nc2ccc3c(c2)OCO3)C1 (stereo unspecified),i,3.9%,2.3%,12.7%,11.0,-4.0%,16.9%,2.4%,0.0,
O=S(=O)(c1ccc2c(c1)OCCO2)N1CCN(c2cccc(Cl)c2)CC1,i,0.9%,3.0%,7.2%,2.0,2.9%,3.9%,1.2%,0.0,
O=C(O)C1CC1c1ccc(Br)cc1 (stereo unspecified),i,9.2%,6.5%,8.5%,15.0,7.4%,-7.3%,-4.0%,5.0,
Cc1cc(C)c(S(=O)(=O)N2CCCCC2)c(C)c1-n1ncnn1,i,6.7%,-1.0%,-6.1%,0.0,7.4%,1.6%,0.0%,8.0,
COc1cccc(OC)c1-c1nn2c(-c3cc(-c4ccccc4)n[nH]3)nnc2s1,i,-11.3%,.,58.4%*,26.0*,-11.2%,68.9%*,14.1µM*,39.0,
O=C(c1ccc(Cl)cc1)N1CCCOC1,i,11.6%,2.4%,0.8%,19.0,0.6%,-5.9%,-1.9%,1.0,PMK inhibit pilot replicates=4.0;Spn MK inh pilot replicates=1.5;Spn DPM-DC inh pilot screen %=1.0
CCCCOCCCNC(=O)c1c(-c2ccccc2)noc1C,i,3.3%,-4.9%,-9.0%,12.0,4.1%,6.3%,4.2%,9.0,
O=C(c1ccco1)N1CCN(S(=O)(=O)c2ccc3c(c2)CCN3C(=O)C2CCC2)CC1,i,11.4%,-1.4%,3.4%,4.0,-0.1%,-6.2%,-0.9%,10.0,PMK inhibit pilot replicates=3.5;Spn MK inh pilot replicates=0.0;Spn DPM-DC inh pilot screen %=0.0
Cc1cc(C)c(S(=O)(=O)N2CCN(C)CC2)c(C)c1,i,7.2%,-5.9%,-14.4%,6.0,.,-17.4%,2.9%,6.0,
COCCN1C(=O)c2ccccc2C(C(=O)NCCCN2CCCC2)C1c1c[nH]c2ccccc12 (stereo unspecified),i,2.3%,2.2%,-4.3%,11.0,17.6%,-13.5%,-5.8%,0.0,
COc1ccc(N2CCN(C(=O)c3cccc(Cn4cc(Cl)cn4)c3)CC2)cc1,i,.,-9.1%,.,2.0,14.1%,.,.,3.0,
COc1ccccc1CNS(=O)(=O)c1ccc(NC(C)=O)cc1,i,14.5%,-5.6%,4.7%,4.0,.,6.3%,-5.1%,12.0,PMK inhibit pilot replicates=4.0;Spn MK inh pilot replicates=0.0;Spn DPM-DC inh pilot screen %=2.5
COC(=O)c1nnn(CC(=O)Nc2cc(Cl)ccc2C)c1C(=O)OC,i,9.8%,.,-3.1%,21.0,15.5%,-7.8%,-0.1%,0.0,
CCn1nnnc1NCc1ccc(N2CCCC2)cc1,i,6.5%,.,-1.1%,6.0,.,-3.9%,4.5%,10.0,
CC(C)(C)C1=C[C@@H](CO)C[C@@H](CO)C1,i,8.0%,4.9%,3.7%,4.0,-1.9%,-2.9%,-6.2%,2.0,PMK inhibit pilot replicates=6.5;Spn MK inh pilot replicates=0.0;Spn DPM-DC inh pilot screen %=3.0
Cc1ccc(S(=O)(=O)NC(C)(C)CSc2nncn2N)cc1,i,11.6%,7.2%,4.3%,11.0,4.5%,-0.4%,-2.0%,2.0,
COc1cccc(C(=O)CSc2nc3ccccc3n2CC(=O)N2CCOCC2)c1,i,3.5%,3.1%,8.8%,11.0,11.7%,9.2%,4.9%,8.0,
Cc1cc(C)cc(OCc2nnc(SCC(=O)N3CCN(c4ccccc4)CC3)o2)c1,i,23.7%,2.0%,12.1%,11.0,8.9%,-1.3%,-2.6%,5.0,
CCOC(=O)c1cc2n(n1)C(C(F)(F)F)CC(C)N2 (stereo unspecified),i,18.1%,3.0%,-2.0%,5.0,.,-12.8%,-10.4%,13.0,
Cn1c(C(=O)OCC(=O)NCC2CCCO2)cc2sccc21 (stereo unspecified),i,8.2%,1.8%,-4.3%,7.0,-0.4%,-2.8%,-10.7%,5.0,PMK inhibit pilot replicates=1.5;Spn MK inh pilot replicates=0.0;Spn DPM-DC inh pilot screen %=4.5

# Random excerpt: 2 entries already listed, in no set order.
SMILES,Spn DPM-DC inh,Alkaline phosphatase,HT1080 cytotoxicity,HPDE-C7K KRASV12,PMK inhibit,LYP inhibition,HPDE-C7 viability,Bfl-1 inhibitors,Spn MK inh,others
O=C(C1Cc2ccccc2CN1S(=O)(=O)c1ccc(F)cc1)N1CCCCC1 (stereo unspecified),i,8.0%,-6.2%,-3.4%,6.0,.,-19.4%,-2.9%,5.0,
O=C(O)C1CC1c1ccc(Br)cc1 (stereo unspecified),i,9.2%,6.5%,8.5%,15.0,7.4%,-7.3%,-4.0%,5.0,
